Screening results from PubChem BioAssay.
mut p53 react: restores mutant p53 pathway signaling in SW480 cells; SW480 PUMA-promoter luciferase, p53 mutant reactivation; activation, % at 9.98 µM; 28,000 tested, 1.5% active; in the data active means activation above about 52%; inconclusive means no clear call, values can overlap the other calls
STK33 kin inh: blocks human STK33 kinase activity. Q9BYT3. ADP-Glo luminescence, MBP substrate. inhibition, % at 12.5 µM. 27,000 tested, 0.44% active; in the data active means inhibition above about 20%; inconclusive means no clear call, values can overlap the other calls
Target sequence (Q9BYT3 whole entry, looked up): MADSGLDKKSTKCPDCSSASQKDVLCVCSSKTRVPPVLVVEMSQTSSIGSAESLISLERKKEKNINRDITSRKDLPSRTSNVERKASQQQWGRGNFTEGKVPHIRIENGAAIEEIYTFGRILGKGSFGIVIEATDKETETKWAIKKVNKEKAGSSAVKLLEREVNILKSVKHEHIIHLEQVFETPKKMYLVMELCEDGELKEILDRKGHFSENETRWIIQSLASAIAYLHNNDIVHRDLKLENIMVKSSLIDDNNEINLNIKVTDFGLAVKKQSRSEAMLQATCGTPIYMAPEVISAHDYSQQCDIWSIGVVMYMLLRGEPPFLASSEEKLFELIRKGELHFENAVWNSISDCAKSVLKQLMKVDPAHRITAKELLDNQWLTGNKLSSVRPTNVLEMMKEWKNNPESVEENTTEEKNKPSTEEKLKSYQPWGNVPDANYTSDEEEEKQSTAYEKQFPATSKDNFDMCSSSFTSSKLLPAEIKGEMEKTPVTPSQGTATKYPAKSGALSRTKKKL
Starred values were filed as active, the others as inactive; ? = inconclusive; / = not tested or not shown. Only part of the results is shown; the hit share may differ from the screen's.

SMILES	mut p53 react	STK33 kin inh
COc1cccc(NC(=O)CN(c2cc(Cl)c(Cl)cc2Cl)S(C)(=O)=O)c1	-5	-2
C[C@@H]1CN([C@H](C)CO)C(=O)c2cccc(NC(=O)C3CCOCC3)c2O[C@@H]1CN(C)S(=O)(=O)c1cccs1	5	/
COc1ccccc1NC(=O)N(C)C[C@H]1OCc2cn(nn2)CCCC(=O)N([C@H](C)CO)C[C@H]1C	0	4
C[C@@H]1CCCCO[C@@H](CN(C)Cc2ccccc2)[C@@H](C)CN([C@@H](C)CO)C(=O)c2cc(NC(=O)CCCN(C)C)ccc2O1	10	/
C[C@H]1CCCCO[C@H](CN(C)C)[C@@H](C)CN([C@@H](C)CO)C(=O)c2cc(NC(=O)Nc3ccc(C(F)(F)F)cc3)ccc2O1	-11	/
C[C@@H]1CN([C@@H](C)CO)C(=O)c2cc(NC(=O)Cc3cn(C)c4ccccc34)ccc2O[C@@H]1CN(C)C(=O)Nc1ccccc1	3	-1
CCOc1ccc(NC(=O)C(C)Sc2nnnn2-c2ccccc2)cc1 (configuration not stated)	6	-1
Clc1ccc2ncnc(NCc3ccc4c(c3)OCO4)c2c1	-53	1
CC1(C)NC(=O)N(CCCOc2ccccc2CO)C1=O	16	2
COc1ccc(CN(C)C[C@@H]2Oc3ccc(NS(=O)(=O)c4cn(C)cn4)cc3CC(=O)N([C@H](C)CO)C[C@H]2C)cc1	/	-2
CNC[C@H]1Oc2c(NC(=O)Nc3ccccc3)cccc2C(=O)N([C@H](C)CO)C[C@H]1C	-1	/
CCc1cc2c(=O)n(CC(=O)Nc3ccccc3OC)cnc2s1	7	-2
Cc1cccc(CN(C)C[C@@H]2Oc3ncc(-c4ccccc4)cc3C(=O)N([C@H](C)CO)C[C@@H]2C)c1	-4	-3
NC(=O)CC1C(=O)N(c2ccc(Cl)cc2)C(=S)N1Cc1cccnc1 (configuration not stated)	3	0
C/C=C/c1cnc2c(c1)C(=O)N([C@@H](C)CO)C[C@H](C)[C@H](CN(C)C(=O)Nc1ccc(F)cc1)O2	10	/
C[C@@H]1CN([C@@H](C)CO)C(=O)CCCn2nncc2CO[C@@H]1CN(C)C(=O)Nc1cccc(F)c1	/	-4
O=C(COc1ccccc1[N+](=O)[O-])Nc1ccc2oc(-c3cccc4ccccc34)nc2c1	11	1
CNC[C@@H]1OCCCC[C@@H](C)Oc2ccc(NC(=O)c3ccncc3)cc2C(=O)N([C@H](C)CO)C[C@H]1C	8	/
CCN(CC)CC1CCN(c2ncc3ncnc(Nc4ccc(F)c(Cl)c4)c3n2)CC1	-52	/
C[C@@H]1CCCCO[C@H](CN(C)S(C)(=O)=O)[C@@H](C)CN([C@H](C)CO)C(=O)c2cc(NC(=O)Cc3ccccc3)ccc2O1	/	1

Continued (6 carried over from the part before).
SMILES	mut p53 react	STK33 kin inh
C/C=C/c1cnc2c(c1)C(=O)N([C@@H](C)CO)C[C@H](C)[C@H](CN(C)C(=O)Nc1ccc(F)cc1)O2	10	/
C[C@@H]1CN([C@@H](C)CO)C(=O)CCCn2nncc2CO[C@@H]1CN(C)C(=O)Nc1cccc(F)c1	/	-4
O=C(COc1ccccc1[N+](=O)[O-])Nc1ccc2oc(-c3cccc4ccccc34)nc2c1	11	1
CNC[C@@H]1OCCCC[C@@H](C)Oc2ccc(NC(=O)c3ccncc3)cc2C(=O)N([C@H](C)CO)C[C@H]1C	8	/
CCN(CC)CC1CCN(c2ncc3ncnc(Nc4ccc(F)c(Cl)c4)c3n2)CC1	-52	/
C[C@@H]1CCCCO[C@H](CN(C)S(C)(=O)=O)[C@@H](C)CN([C@H](C)CO)C(=O)c2cc(NC(=O)Cc3ccccc3)ccc2O1	/	1
C[C@H](CO)N1C[C@H](C)[C@@H](CN(C)Cc2ccccc2F)Oc2ncc(-c3ccccc3F)cc2C1=O	-11	/
CC(C)NC(=O)Nc1ccc2c(c1)C(=O)N([C@H](C)CO)C[C@H](C)[C@H](CN(C)C(=O)CCC(F)(F)F)OCCCC[C@@H](C)O2	/	-2
C[C@@H]1CCCCO[C@H](CN(C)Cc2ccc3c(c2)OCO3)[C@@H](C)CN([C@H](C)CO)C(=O)c2cc(NC(=O)c3ccncc3)ccc2O1	/	-2
C[C@@H]1CCCCO[C@@H](CN(C)C(=O)Nc2ccc3c(c2)OCO3)[C@@H](C)CN([C@H](C)CO)C(=O)c2cc(NS(C)(=O)=O)ccc2O1	-3	-3
C[C@H](CO)N1C[C@H](C)[C@@H](CN(C)Cc2ccc(C(=O)O)cc2)Oc2ccc(NC(=O)c3ccncc3)cc2CC1=O	5	/
Cc1cccc(C)c1N(CC(=O)Nc1ccc(Br)cc1)S(C)(=O)=O	-15	2
C[C@H](CO)N1C[C@H](C)[C@H](CN(C)C(=O)Nc2ccc(F)cc2)Oc2ccc(NC(=O)Nc3ccc4c(c3)OCO4)cc2CC1=O	/	1
C[C@@H]1CN([C@@H](C)CO)C(=O)Cc2cc(NC(=O)Nc3ccc(C(F)(F)F)cc3)ccc2O[C@H]1CN(C)CC1CC1	-7	/
CN1C(=O)C(O)(CC(=O)c2ccco2)c2cc(Cl)ccc21 (configuration not stated)	3	-3
O=C1c2ccccc2C(=O)N1CCc1nc2c3c4c(sc3ncn2n1)CCCCC4	-11	6
COc1ccc(S(=O)(=O)N(C)C[C@@H]2OCCCC[C@@H](C)Oc3ccc(NC(=O)NC4CCCCC4)cc3C(=O)N([C@H](C)CO)C[C@@H]2C)cc1	/	0
COCCOC(=O)N1C(=O)[C@@]2(c3ccccc31)[C@H](c1ccc(OCCO)cc1)N1[C@H](c3ccccc3)[C@H](c3ccccc3)OC(=O)[C@H]1[C@@H]2C(=O)Nc1nc2ccccc2s1	/	2
CCc1nc(SCC(=O)Nc2c(C)cc(C)cc2[N+](=O)[O-])n[nH]1	-9	-1
Cc1ccc(S(=O)(=O)N(C)C[C@@H]2Oc3ccc(NS(C)(=O)=O)cc3CC(=O)N([C@H](C)CO)C[C@@H]2C)cc1	/	3
CC(C)NC(=O)Nc1ccc2c(c1)CC(=O)N([C@H](C)CO)C[C@@H](C)[C@H](CN(C)C(=O)NC(C)C)O2	/	-9
COc1ccc(C#Cc2cnc3c(c2)C(=O)N([C@H](C)CO)C[C@H](C)[C@H](CN(C)Cc2cccc(C(F)(F)F)c2)O3)cc1OC	/	3
C[C@@H]1CCCCO[C@@H](CN(C)C(=O)CCCN(C)C)[C@H](C)CN([C@H](C)CO)C(=O)c2cc(N(C)C)ccc2O1	5	/
CC(C)(C)NC(=O)c1ccc(-n2nc(C(F)(F)F)c3c2-c2ccoc2CC3)cc1	13	/
Cc1cccc(OCC(=O)Nc2cccc(-c3nc4cc(C)cc(C)c4o3)c2)c1	?	3
COC(=O)C[C@H]1C(C)(C)C2(Cl)O[C@@]34CC2C(=O)[C@]1(C)C3CC[C@]1(C)C4=CC(=O)O[C@H]1c1ccoc1 (some centres not stated)	/	1

Reformatted: 6 of the compounds above
Each structure is followed by: mut p53 react | STK33 kin inh
- CNC[C@H]1Oc2c(NC(=O)Nc3ccccc3)cccc2C(=O)N([C@H](C)CO)C[C@H]1C
  -1 | /
- Cc1cccc(C)c1N(CC(=O)Nc1ccc(Br)cc1)S(C)(=O)=O
  -15 | 2
- Cc1ccc(S(=O)(=O)N(C)C[C@@H]2Oc3ccc(NS(C)(=O)=O)cc3CC(=O)N([C@H](C)CO)C[C@@H]2C)cc1
  / | 3
- CC(C)NC(=O)Nc1ccc2c(c1)C(=O)N([C@H](C)CO)C[C@H](C)[C@H](CN(C)C(=O)CCC(F)(F)F)OCCCC[C@@H](C)O2
  / | -2
- Cc1cccc(OCC(=O)Nc2cccc(-c3nc4cc(C)cc(C)c4o3)c2)c1
  ? | 3
- COCCOC(=O)N1C(=O)[C@@]2(c3ccccc31)[C@H](c1ccc(OCCO)cc1)N1[C@H](c3ccccc3)[C@H](c3ccccc3)OC(=O)[C@H]1[C@@H]2C(=O)Nc1nc2ccccc2s1
  / | 2

Remaining list, next part:
SMILES	mut p53 react	STK33 kin inh
CNC[C@H]1Oc2ccc(NC(=O)c3ccncc3)cc2CC(=O)N([C@H](C)CO)C[C@H]1C	0	2
Cc1cc(C)c(NC(=O)CN(C)S(=O)(=O)c2ccc(Cl)cc2)c(C)c1	-3	1
Cc1ccc(C)c(N2CCN(CC(=O)Nc3ccc([N+](=O)[O-])cc3C(=O)Nc3ccccc3F)CC2)c1	-3	2
CC(C)NC(=O)N(C)C[C@@H]1Oc2ccc(NC(=O)Nc3ccc(C(F)(F)F)cc3)cc2CC(=O)N([C@H](C)CO)C[C@H]1C	/	0
COCc1nc2ccccc2n1CCOc1ccc(Cl)cc1	18	-3
C=CC(C)(O)CC/C=C(\C)C(=O)OC1C2OC2(C)C2C(OC3OC(COC4OC(CO)C(O)C(O)C4O)C(O)C(O)C3O)OC=CC12O (configuration not stated)	-9	5
O=C(O)CCCC(=O)Nc1ccc(N2CCOCC2)c(C(=O)O)c1	-6	2
COc1ccc(S(=O)(=O)N(C)C[C@H]2Oc3ccc(NS(C)(=O)=O)cc3CC(=O)N([C@H](C)CO)C[C@@H]2C)cc1	5	/
C[C@@H]1CN([C@H](C)CO)C(=O)Cc2cc(NC(=O)c3ccncc3)ccc2O[C@@H]1CN(C)S(=O)(=O)c1cccs1	/	1
COc1cc(OC)cc(-c2nnc(SCC(=O)Nc3sc4c(c3C#N)CCC(C(C)(C)C)C4)o2)c1 (configuration not stated)	-6	7
C[C@H]1CN([C@@H](C)CO)C(=O)Cc2cc(NC(=O)Cc3cn(C)c4ccccc34)ccc2O[C@@H]1CN(C)Cc1ccc(C(=O)O)cc1	-7	2
C[C@@H]1CN([C@H](C)CO)C(=O)c2cc(NC(=O)Nc3ccc4c(c3)OCO4)ccc2O[C@H]1CN(C)S(=O)(=O)c1cn(C)cn1	2	/
Cc1cccc(CN(C)C[C@H]2OCc3cnnn3CCCC(=O)N([C@H](C)CO)C[C@@H]2C)c1	/	-2
Cc1noc(C)c1NC(=O)N(C)C[C@H]1Oc2ccc(NC(=O)CCC(F)(F)F)cc2CC(=O)N([C@H](C)CO)C[C@H]1C	1	0
CCN(CC)c1ncn(Cc2c(Cl)cccc2Cl)c2ncnc1-2	8	/
COc1cc(-c2nc3ccccc3s2)cc(Br)c1OCC(N)=O	23	11
Cc1ccc(C(=O)N(Cc2nc(-c3ccc(Cl)cc3)no2)C(C)C)cc1[N+](=O)[O-]	-10	10
COc1cc(OC)c(C2=NOC(C(=O)Nc3cc(C)nn3-c3ccccc3)C2)cc1Cl (configuration not stated)	23	-4
CCOC(=O)c1c(C)oc2ccc(OCc3cccc([N+](=O)[O-])c3)cc12	8	-3
C[C@@H]1CCCCO[C@H](CN(C)Cc2ccc3c(c2)OCO3)[C@H](C)CN([C@@H](C)CO)C(=O)c2cc(NC(=O)CCCN(C)C)ccc2O1	9	/
Cc1noc(C)c1S(=O)(=O)Nc1ccc2c(c1)C(=O)N([C@@H](C)CO)C[C@@H](C)[C@H](CN(C)C(=O)NC(C)C)OCCCC[C@H](C)O2	5	/
COc1ccc(NC(=O)c2cccc(Cn3cc(Br)cn3)c2)cn1	-1	-1
COc1ccc2ccc(=O)oc2c1CC(O)C(C)(C)O (configuration not stated)	2	-2
C[C@@H]1CN([C@@H](C)CO)C(=O)c2cc(NS(=O)(=O)c3ccc(Cl)cc3)ccc2O[C@@H]1CN(C)C(=O)Nc1ccc2c(c1)OCO2	4	1
C[C@H]1CN([C@@H](C)CO)C(=O)c2cc(NC(=O)c3ccncc3)ccc2O[C@H]1CN(C)Cc1ccc(Oc2ccccc2)cc1	/	-3
C[C@H]1CN([C@@H](C)CO)C(=O)c2cc(NC(=O)C3CCCCC3)ccc2O[C@H]1CN(C)S(=O)(=O)c1ccc(Cl)cc1	/	0
C[C@H](CO)N1C[C@H](C)[C@H](CN(C)Cc2ccc3c(c2)OCO3)Oc2ccc(NC(=O)Nc3cccc4ccccc34)cc2CC1=O	/	-1
COC(=O)c1ccc([C@@H]2C=C(C(=O)N3CCN(Cc4ccc5c(c4)OCO5)CC3)O[C@H](OCc3ccc(CO)cc3)C2)cc1	/	1
CCCNC(=O)N(C)C[C@@H]1Oc2cc(C3=CCCC3)ccc2S(=O)(=O)N([C@@H](C)CO)C[C@H]1C	2	/
CCOC(=O)c1c(NC(=S)Nc2ccsc2C(=O)OC)sc(C)c1-c1ccccc1	-6	-1
C[C@H]1CN([C@@H](C)CO)C(=O)Cc2cc(NS(=O)(=O)c3ccc(F)cc3)ccc2O[C@H]1CN(C)C	/	0
Cc1ccc(S(=O)(=O)N(C)C[C@@H]2OCCCC[C@H](C)Oc3ccc(NC(=O)CCC(F)(F)F)cc3C(=O)N([C@@H](C)CO)C[C@@H]2C)cc1	-19	/
Cc1noc(C)c1NC(=O)Nc1cccc2c1O[C@@H](CN(C)Cc1ccc3c(c1)OCO3)[C@@H](C)CN([C@@H](C)CO)C2=O	3	/
C[C@H]1CCCCO[C@H](CN(C)C(=O)Nc2ccccc2)[C@@H](C)CN([C@@H](C)CO)C(=O)c2cc(NC(=O)C3CCCCC3)ccc2O1	-8	/
CC(C)N1CN=C(Nc2nc3ccccc3o2)NC1	4	/
C[C@H](CO)N1C[C@H](C)[C@H](CN(C)Cc2ccc(Cl)c(Cl)c2)Oc2ccc(NC(=O)C3CCCCC3)cc2C1=O	/	0
C[C@H]1CN([C@@H](C)CO)C(=O)c2cc(NC(=O)Cn3cnnn3)ccc2O[C@H]1CN(C)C(=O)Nc1ccc(F)cc1	/	-2
C[C@@H]1CCCCO[C@H](CN(C)C(=O)Cc2ccccc2)[C@@H](C)CN([C@H](C)CO)C(=O)c2cc(NC(=O)CCC(F)(F)F)ccc2O1	/	-2
C[C@@H]1CN([C@@H](C)CO)C(=O)c2cccc(NS(C)(=O)=O)c2O[C@H]1CN(C)CC1CC1	11	/
C[C@H](CO)N1C[C@H](C)[C@H](CN(C)S(=O)(=O)c2ccc(Cl)cc2)Oc2c(NC(=O)C3CCOCC3)cccc2C1=O	11	/
